# MCL1-BIM inh: inhibitors of MCL1 binding to BIM-BH3, primary screen, biochemical, fluorescence polarization. GST-MCL1 / FITC-Bim-BH3 fluorescence polarization. Induced myeloid leukemia cell differentiation protein Mcl-1 (Homo sapiens), Q07820. 320,000 tested, 0.68% active. inhibition, % at 10.9 µM;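 active = inhibition above the mean inhibition of all tested compounds plus 3 SD, set per campaign, cut at about 40% in these data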;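 also: 0% = DMSO wells and 100% = unlabeled Bim-BH3 peptide control; higher means more loss of mP so more displacement of Bim peptide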
# Fam108B inh: mouse Fam108B serine hydrolase inhibitors, primary screen, counter-screen for RBBP9 inhibitor project, biochemical, fluorescence polarization | recombinant Fam108B, FP-Rh probe fluorescence polarization | inhibition, % at 9.51 µM | 300,000 tested, 0.33% active | AID 1947, 2009;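 active = inhibition above the screen mean inhibition plus 3 SD, computed separately per campaign, cut at about 18% in these data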;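 also: inhibitors lower polarization as less probe binds the enzyme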
# Bcl-xL primary: inhibitors of human Bcl-xL, primary screen, biochemical, fluorescence polarization, HTS. 320,000 tested, 0.7% active. GST-Bcl-xL / FITC-Bim BH3 peptide fluorescence polarization. inhibition, % at 10.9 µM. Bcl-2-like protein 1 (Homo sapiens), Q07817;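 active = inhibition above the mean of all tested compounds plus 3 SD, cutoff set per campaign, cut at about 30% in these data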;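 also: 0% = DMSO wells and 100% = unlabeled Bim-BH3 peptide competitor; inhibitors lower millipolarization by displacing the labeled peptide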
# GLD-1 TGE inh: GLD-1/TGE RNA complex disruptors, primary screen, biochemical, fluorescence polarization; Female germline-specific tumor suppressor gld-1 (Caenorhabditis elegans), Q17339; purified GLD-1 + fluorescein TGE RNA; inhibition, % at 5.96 µM; 320,000 tested, 0.44% active; AID 2280, 2010;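 active = percent inhibition above a per-plate cutoff, the plate mean of test compounds plus 3 SD, cut at about 30% in these data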;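 also: 0% = DMSO wells with GLD-1 and probe and 100% = wells lacking GLD-1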
# Target sequence (Q17339 whole entry, looked up): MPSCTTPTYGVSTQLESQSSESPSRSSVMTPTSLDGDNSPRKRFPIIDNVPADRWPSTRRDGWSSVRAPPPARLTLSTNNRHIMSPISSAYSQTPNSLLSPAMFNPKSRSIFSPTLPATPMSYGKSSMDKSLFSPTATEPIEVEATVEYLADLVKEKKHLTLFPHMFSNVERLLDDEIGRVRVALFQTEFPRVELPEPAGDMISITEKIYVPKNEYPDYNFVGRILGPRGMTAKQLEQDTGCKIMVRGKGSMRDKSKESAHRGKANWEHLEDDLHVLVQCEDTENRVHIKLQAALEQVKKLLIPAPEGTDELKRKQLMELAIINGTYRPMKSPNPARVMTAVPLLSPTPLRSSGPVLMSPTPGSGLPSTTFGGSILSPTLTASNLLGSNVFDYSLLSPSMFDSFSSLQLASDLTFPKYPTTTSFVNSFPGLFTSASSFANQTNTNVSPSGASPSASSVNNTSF
# PME-1 primary: PME-1 inhibitors via competitive probe labeling, primary screen, biochemical, fluorescence polarization, FP-Rh probe, HTS. Protein phosphatase methylesterase 1 (Homo sapiens), Q9Y570. recombinant PME-1. inhibition, % at 5.9 µM. 320,000 tested, 0.53% active. AID 2130, 2009;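 active = inhibition above the campaign mean of all compounds plus 3 SD, cut at about 26% in these data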;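 also: competitive labeling of PME-1 active site by serine hydrolase directed probe; 0% = PME-1 with DMSO and 100% = wells lacking PME-1 enzyme; inhibitors block probe labeling so polarization falls and inhibition rises; many of its hits are not listed in these tables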
# VLA-4 inh: inhibition in human VLA-4 binding assay, primary screen, VLA-4 allosteric modulator project, MLPCN library, flow cytometry, VLA-4 expressing cells; Integrin alpha-4 (Homo sapiens), P13612; inhibition, % (about 7 µM as worked out from the volumes in the protocol); ligand binding flow cytometry; 330,000 tested, 0.2% active; in the data active = inhibition above about 50%
# GRK2 aptamer HTS: compounds blocking aptamer binding on GRK2 – biochemical, human GRK2, bead flow cytometry, HTS, primary screen; inhibition of aptamer binding, % at 10 µM; AID 488847, 2010; Beta-adrenergic receptor kinase 1 (Homo sapiens), P25098; FAM-aptamer displacement from GRK2; 330,000 tested, 0.59% active;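 active = inhibition of aptamer binding above 40%, roughly 3 SD of noise, on plates passing a quality check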;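 also: median bead fluorescence of bound FAM aptamer so fluorescent compounds give negative values; no value below 0 was filed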
# Efflux pump mplx: inhibitors of Candida efflux pumps in yeast, primary screen, S. cerevisiae, Nile Red, multiplex. 330,000 tested, 0.44% active. inhibition, % at 10 µM. S. cerevisiae Candida pump triplex;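 active = plate passing quality check with inhibition over a set limit, or well fluorescence over plate mean plus 4 SD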;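 also: Nile Red retained in pooled yeast measured as flow cytometry median fluorescence; 0% = buffer negative control and 100% = Enniatin B positive control; higher means more Nile Red kept so more efflux inhibition; some compounds called inactive have numbers as strong as hits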
# MEX-5 binding: MEX-5 zinc finger RNA-binding disruptors – biochemical, C. elegans, fluorescence polarization, MLPCN library, primary screen; MEX-5/FITC-TCR2 RNA binding; stronger effect = lower value; activity score (negative = inhibition of binding), % at 10 µM; 300,000 tested, 0.38% active; AID 1832, 2009;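 active = inhibition past about -25% in most replicates, and total fluorescence under double the plate's negative control median, limit read from the data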;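 also: 0% = DMSO and -100% = 5 µM competing unlabeled TCR2 RNA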
# Target sequence (Q9XUB2 whole entry, looked up): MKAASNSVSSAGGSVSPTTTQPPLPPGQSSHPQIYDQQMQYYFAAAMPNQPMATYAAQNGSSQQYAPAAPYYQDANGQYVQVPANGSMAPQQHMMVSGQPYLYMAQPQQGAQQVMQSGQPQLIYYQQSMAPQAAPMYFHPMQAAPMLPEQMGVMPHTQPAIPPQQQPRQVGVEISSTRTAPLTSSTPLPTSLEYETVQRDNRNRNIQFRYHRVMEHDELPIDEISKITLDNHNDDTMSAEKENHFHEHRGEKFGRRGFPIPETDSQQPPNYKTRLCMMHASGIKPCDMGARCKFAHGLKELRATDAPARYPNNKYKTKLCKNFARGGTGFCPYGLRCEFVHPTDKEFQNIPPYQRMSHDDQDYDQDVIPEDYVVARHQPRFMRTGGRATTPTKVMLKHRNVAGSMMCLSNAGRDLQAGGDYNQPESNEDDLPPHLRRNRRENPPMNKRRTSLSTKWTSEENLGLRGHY
# Numbers without * were called inactive; / = not tested or not shown. This is a subset (hit frequency here may not be typical).
SMILES,MCL1-BIM inh,Fam108B inh,Bcl-xL primary,GLD-1 TGE inh,PME-1 primary,VLA-4 inh,GRK2 aptamer HTS,Efflux pump mplx,MEX-5 binding
OC(CN1CCN(c2ccc(C(F)(F)F)cn2)CC1)c1ccccc1 (stereo not given),4,-6,0,1,4,9,5,0.0,3.6
C#CCOCCOCCOCCNc1nc(N2CCN(C(=O)[C@H](CCCCN)n3cc([C@@H](N)C(C)CC)nn3)CC2)nc(N2CCN(C(=O)[C@H](Cc3ccc(O)cc3)n3cc([C@@H](N)CC(C)C)nn3)CC2)n1 (stereo not given in full),3,2,7,0,-7,-14,0,-0.1,0.1
CNC(=S)NNC(=O)c1cc(-c2cccnc2)nc2ccccc12,12,1,5,-1,-1,-3,2,-0.2,-1.8
CCC(C)[C@H](NC(=O)[C@@H]1Cc2ccccc2CN1)C(=O)Nc1ccc2c(c1)OCO2 (stereo not given in full),8,-1,5,-7,5,25,2,0.3,0.2
COc1ccc(CCNS(=O)(=O)c2ccc(Br)cc2)cc1,-1,1,2,9,0,0,2,0.0,-1.5
Cc1cc2nc(-c3ccccc3)cc(=O)n2[nH]1,0,-1,0,4,2,-9,2,0.1,-2.4
COc1ccc(CN2C(=O)c3cccnc3C2=O)cc1S(=O)(=O)N1CCOc2ccc(Cl)cc21,9,0,9,7,7,20,0,0.0,0.7
CCOc1c(CNCCCSc2nc(C)cc(C)n2)cccc1OC,5,0,-1,2,1,2,0,-0.1,-2.0
O=C(O)c1ccc(N2C(=O)CC(N3C(=O)/C(=C/c4ccc(Cl)cc4)SC3=S)C2=O)cc1 (stereo not given),21,14,7,-4,-2,5,9,0.1,-1.1
Cc1sc(NC(=O)CN2CCCC2)nc1-c1ccc2c(c1)CCN2C(=O)c1ccc(F)cc1,4,-8,6,-8,-1,5,0,0.3,-1.1

# Fetched by compound from above (5):
SMILES,MCL1-BIM inh,Fam108B inh,Bcl-xL primary,GLD-1 TGE inh,PME-1 primary,VLA-4 inh,GRK2 aptamer HTS,Efflux pump mplx,MEX-5 binding
CNC(=S)NNC(=O)c1cc(-c2cccnc2)nc2ccccc12,12,1,5,-1,-1,-3,2,-0.2,-1.8
COc1ccc(CN2C(=O)c3cccnc3C2=O)cc1S(=O)(=O)N1CCOc2ccc(Cl)cc21,9,0,9,7,7,20,0,0.0,0.7
CCC(C)[C@H](NC(=O)[C@@H]1Cc2ccccc2CN1)C(=O)Nc1ccc2c(c1)OCO2 (stereo not given in full),8,-1,5,-7,5,25,2,0.3,0.2
CCOc1c(CNCCCSc2nc(C)cc(C)n2)cccc1OC,5,0,-1,2,1,2,0,-0.1,-2.0
Cc1cc2nc(-c3ccccc3)cc(=O)n2[nH]1,0,-1,0,4,2,-9,2,0.1,-2.4

# Additional structures.
SMILES,MCL1-BIM inh,Fam108B inh,Bcl-xL primary,GLD-1 TGE inh,PME-1 primary,VLA-4 inh,GRK2 aptamer HTS,Efflux pump mplx,MEX-5 binding
NC(=O)C1(N2CCCCC2)CCN(C(=O)c2cccs2)CC1,7,2,4,0,-1,-32,1,0.0,1.5
CN(C)S(=O)(=O)Nc1cccc(-c2cn3c(n2)SCC3)c1,-1,-1,0,-2,2,-2,2,0.0,0.1
Cc1ccc(C)c(OCC(O)CN2CCC(C)CC2)c1C (stereo not given),-1,6,5,2,0,7,0,0.1,-1.3
COc1ccc(CCNC(=O)c2cccs2)cc1,-1,1,-1,5,-3,4,1,0.2,0.8
Cc1sc2nc(C3CC3)nc(SCC(=O)N3CC(=O)Nc4ccccc43)c2c1C,7,-7,6,-6,8,-20,0,0.1,1.6
COc1ccc(-c2noc(CCCC(=O)NC3CCCCC3)n2)cc1,-3,-1,0,9,0,15,2,0.1,-1.3
CCSc1nc(-c2ccc(OC)cc2)ccc1C#N,3,1,-4,3,-7,27,4,0.0,2.2
O=C(CSc1nnc(NC(=O)C2CC2)s1)Nc1cccc(F)c1,4,-2,5,8,1,29,0,0.1,0.1
CCCCNc1ccc(C(CC(N)=O)NC(=O)Cc2ccc(Br)cc2)cc1[N+](=O)[O-] (stereo not given),1,-6,4,4,-1,3,0,0.0,3.1
Cc1ccc(NC(=O)CN(C)C(=O)c2ccccc2Sc2ccccc2C#N)cc1,-1,1,-2,-1,-8,-1,3,0.0,0.6
Cc1cc(C)c(C#N)c(N2CCN(c3ccc(F)cc3)CC2)n1,8,-2,-1,0,-4,14,0,0.1,1.7
COc1ccc([C@H]2C=C(C(=O)O)O[C@@H](OCCCCO)C2)cc1,1,2,0,7,-6,35,0,-0.1,0.9
O=C(CSc1nc2ccncc2[nH]1)Nc1ccccc1C(F)(F)F,5,4,5,6,6,-6,2,0.2,1.2
C[C@H]1CN([C@@H](C)CO)C(=O)Cc2cc(NC(=O)CCC(F)(F)F)ccc2O[C@H]1CN(C)S(=O)(=O)c1ccc(F)cc1,/,/,/,1,/,7,5,0.1,/
Cc1cccc(C(=O)Nc2onc(C)c2C#N)c1,1,1,1,7,5,17,2,-0.1,-0.5
Cn1c(=O)n(C)c2cc(NC(=O)C(F)(F)F)ccc21,4,2,-2,-4,6,-7,2,-0.1,-0.7
COc1ccc(Cn2c(CCC(=O)NCCC(C)C)nc3ncccc3c2=O)cc1,4,0,-4,-3,0,0,0,-0.1,1.3
Cc1ccc(S(=O)(=O)N(CC(=O)N/N=C/c2cccc(Cl)c2)c2cccc3cccnc23)cc1,6,-8,0,3,3,14,0,0.1,-0.2
O=C(C1CC(=O)N(C2CCCCC2)C1)N1CCN(c2ccccc2)CC1 (stereo not given),6,-2,4,-2,-3,21,0,-0.1,3.5
CCOC(=O)C1=C(CNCCc2ccc(Cl)cc2)NC(=O)NC1c1cccc([N+](=O)[O-])c1 (stereo not given),3,1,1,6,-3,3,2,0.1,0.1
CCOc1ccc(-n2c(=S)sc3c(=O)n(-c4ccc(F)cc4)c(SCC(=O)O)nc32)cc1,2,-1,2,0,13,8,1,0.0,2.1
CC1CCCC(C)N1/N=C/c1cccc([N+](=O)[O-])c1 (stereo not given),-1,2,3,-3,2,-4,0,0.0,-1.3
COc1ccc(OCC(=O)OC(C)CN2CCOCC2)cc1 (stereo not given),-2,-1,0,-1,0,-1,1,0.0,-0.1
COc1ccc(CNC(=O)CN(C(=O)c2csnn2)c2ccccc2F)cc1,9,1,4,10,1,-5,1,-0.2,0.6
Cc1ccc(NC(=S)N2CCC(N(C)CC3CCCO3)CC2)cc1C (stereo not given),-1,2,-3,4,-1,14,1,0.0,0.8
CC(=O)N(c1ccc2oc(=O)sc2c1)S(=O)(=O)c1ccc(C(=O)O)cc1,16,2,14,10,4,-7,0,0.3,-6.5
Cc1cc(NC(=O)c2cc(-c3ccncc3)nc3c(C)cccc23)no1,3,2,1,-3,-7,-2,0,0.1,-2.3
CCOc1ccc(NC(=O)COc2ccc(S(=O)(=O)N3CCOCC3)cc2)cc1,/,/,/,3,/,6,2,0.4,/
CCCCN1C(=O)C(NC(=O)c2cccnc2)(C(F)(F)F)C2=C1CC(C)(C)CC2=O (stereo not given),-2,-4,4,-1,-1,-1,2,-0.1,2.0
CN(C)c1ncc(S(=O)(=O)c2ccc(Cl)cc2)c(-c2ccccc2)n1,-3,1,-3,-3,-1,1,5,-0.1,1.2

# Single records (already shown).
# Listed for `Cc1cc2nc(-c3ccccc3)cc(=O)n2[nH]1` → MCL1-BIM inh: 0; Fam108B inh: -1; Bcl-xL primary: 0; GLD-1 TGE inh: 4; PME-1 primary: 2; VLA-4 inh: -9; GRK2 aptamer HTS: 2; Efflux pump mplx: 0.1; MEX-5 binding: -2.4
# Listed for `Cc1ccc(C)c(OCC(O)CN2CCC(C)CC2)c1C` (stereo not given) → MCL1-BIM inh: -1; Fam108B inh: 6; Bcl-xL primary: 5; GLD-1 TGE inh: 2; PME-1 primary: 0; VLA-4 inh: 7; GRK2 aptamer HTS: 0; Efflux pump mplx: 0.1; MEX-5 binding: -1.3
# Listed for `Cc1ccc(NC(=O)CN(C)C(=O)c2ccccc2Sc2ccccc2C#N)cc1` → MCL1-BIM inh: -1; Fam108B inh: 1; Bcl-xL primary: -2; GLD-1 TGE inh: -1; PME-1 primary: -8; VLA-4 inh: -1; GRK2 aptamer HTS: 3; Efflux pump mplx: 0.0; MEX-5 binding: 0.6

# (list continues)
SMILES,MCL1-BIM inh,Fam108B inh,Bcl-xL primary,GLD-1 TGE inh,PME-1 primary,VLA-4 inh,GRK2 aptamer HTS,Efflux pump mplx,MEX-5 binding
COc1ccc(Cl)c2sc(N3CCN(C(=O)c4ccco4)CC3)nc12,-2,3,6,-1,16,-4,3,0.3,0.5
COc1cc(/C=C(/C#N)c2ccccc2F)ccc1OCc1ccccc1,0,0,3,3,-1,-4,2,-7.4,/
O=C(COC(=O)CCCSc1nc2ccccc2[nH]1)Nc1ccc(Oc2ccccc2)cc1,-6,-26,-6,10,-32,26,1,0.7,0.3
Cc1ccc(-c2ccc(=O)n(CC(=O)NCc3ccc(F)cc3)n2)cc1,7,2,7,2,0,22,0,0.0,0.0
CC1(c2ccc3ccccc3c2)NC(=O)N(CC(=O)N2CCN(Cc3ccccc3)CC2)C1=O (stereo not given),3,/,7,-7,-2,2,0,-0.1,/
Cc1ccc(Cl)cc1N1CCN(C(=O)c2cn(C)c(=O)c3c2c2ccccc2n3C)CC1,-13,3,-4,4,1,1,0,0.1,-1.6
COC(=O)c1ccccc1NC(=O)c1cc2ncc(Br)cn2n1,8,12,2,4,-2,10,5,-0.1,0.5
COC(=O)c1cc(Br)c(=O)n(CCc2ccccc2)c1,2,4,6,8,-4,-1,0,0.0,1.3
COc1ccccc1NC(=O)c1ccc(COc2ccccc2OC)cc1,-6,-1,1,-1,0,3,1,0.1,0.1
CCn1c(CNC(=O)c2cccc(C)c2)nnc1SCC(=O)NC1CCCCC1C (stereo not given),-7,-3,-3,2,-4,14,0,0.1,-2.1
CC(=O)N1CCN(C(=O)c2cc(=O)c3ccccc3o2)CC1,0,-3,1,4,-1,7,0,0.1,1.7
CCC(C)N(C(=O)c1csnn1)C(C(=O)NC(C)(C)C)c1ccccc1 (stereo not given),8,2,8,-1,-4,-9,0,-0.1,-0.5
COc1ccc(OCc2cc(C(=O)NC3Cc4ccccc4C3)no2)c(Cl)c1,-1,-9,5,-4,3,7,0,-0.1,2.0
COc1cccc(/C=N/NC(=O)C(=O)NCc2cccnc2)c1,-4,-5,-3,0,1,-8,0,0.2,0.5
Cc1cccc(C(=O)N2CCCCCC2)c1,2,-5,3,-1,0,3,0,0.1,-0.7
c1ccc(N2CCN(Cc3ccc4c(c3)OCO4)CC2)nc1,2,0,3,-3,0,8,2,0.1,-0.1
Cc1cccc(NC(=O)CN(C)S(=O)(=O)c2ccc3c(c2)n(C)c(=O)c(=O)n3C)c1C,3,-2,3,1,-3,3,0,0.0,0.8
Cc1cc(C(=O)NC2CC(C)(C)Cc3c2cnn3-c2ccccc2C)c(C)o1 (stereo not given),-1,0,8,2,-1,18,0,0.7,0.1
